Compound activity as filed in PubChem BioAssay.
IDE cell inh – cellular human IDE inhibition; AID 434962; HEK cells, FAbetaB cleavage, fluorescence polarization; 320,000 compounds, 0.41% hits; P14735; inhibition, % at 5.59 µM;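 active means percent inhibition above the average of all tested compounds plus 3 SD, set per screening campaign, cut at about 16% in these data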;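 further: IDE supplied by intact live HEK cells; FP after avidin binding of uncleaved biotin substrate so inhibition keeps polarization high; 0% = DMSO wells and 100% = 60 µM reference IDE inhibitor Ii1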
CRFR2-BP antag – blocks CRF-induced signaling of the CRF-BP/CRF-R2 complex; HEK293 CRF-R2/CRF-BP, CRF-induced calcium fluorescence; inhibition, % at 11.8 µM; 350,000 compounds, 0.59% hits; AID 588475;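 active means inhibition of the ligand-induced calcium signal above about 50% at the single tested concentration, limit read from the data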
VIM-2 inhibitor – inhibitors of Pseudomonas aeruginosa VIM-2 metallo-beta-lactamase; purified VIM-2, nitrocefin hydrolysis, epi-absorbance fluorescence; inhibition, % at 5.6 µM; 290,000 compounds, 0.89% hits; AID 1527;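 active means inhibition above the mean of all tested compounds plus 3 SD, cutoff set per screening run, cut at about 7.5% in these data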;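 further: red hydrolysis product quenches plate fluorescence so inhibitors raise well fluorescence; 0% = enzyme with DMSO and 100% = DMSO without enzyme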
NS3 helicase inh – blocks Hepatitis C virus NS3 helicase unwinding; inhibition, % at 10.9 µM; NS3 helicase DNA unwinding, Cy5 molecular beacon fluorescence; AID 1800; 290,000 compounds, 0.56% hits;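 active means inhibition above the mean of all tested compounds plus 3 SD, set per campaign, cut at about 35% in these data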;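 further: 0% = DMSO wells and 100% = thioflavine S control wells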
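Assay system – hepatitis C virus NS3 helicase domain fragment enzyme · Buffer or medium – MOPS pH 6.5, MgCl2, DTT, Tween20, BSA · Reagent – Cy5/quencher beacon DNA duplex and ATP to start · Compound – single 10.9 µM dose · Timing – 1 h at 25 °C · Technique – Cy5 beacon fluorescence read at start and 1 h · Measure – % inhibition of unwinding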
UBC9 SUMO inh – inhibitors of human SUMOylation (UBC9). HTRF SUMOylation assay, SAE1/SAE2 + UBC9, in vitro. inhibition, % at 35 µM. 290,000 compounds, 0.36% hits. AID 2006; in the data active means inhibition above about 50%, passing the limit was not always enough; further: strong numbers were not always called active
Target sequence (P63279 whole entry, looked up): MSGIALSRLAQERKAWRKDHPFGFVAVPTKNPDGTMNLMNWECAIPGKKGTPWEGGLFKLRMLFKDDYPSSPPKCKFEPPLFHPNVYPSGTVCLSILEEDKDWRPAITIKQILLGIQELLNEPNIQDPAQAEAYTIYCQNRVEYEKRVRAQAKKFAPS
IDE cell activ – activators of human insulin-degrading enzyme in cells; AID 493087; 340,000 compounds, 0.073% hits; P14735; activation, % at 5.96 µM; HEK cells, FAbeta-B cleavage, fluorescence polarization; 0% vehicle, 100% cell-free pure enzyme wells;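 active means activation above the mean of all tested compounds plus 3 SD, set per screening campaign, cut at about 17% in these data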
GalR3 antagonist – human GalR3 antagonism; 360,000 compounds, 0.44% hits; inhibition, % at 3 µM; O60755; HEK293 GalR3-CNG cAMP membrane potential fluorescence; galR3 body fused to GalR1 C-terminus;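 active means inhibition above the screen-wide average plus 3 SD, cut at about 13% in these data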;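 further: forskolin and galanin both at EC90 stimulate the cells; cAMP rise reported by CNG channel membrane potential dye signal; 0% = forskolin plus galanin with DMSO and 100% = forskolin alone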
Target sequence (O60755 1-299 limits assumed): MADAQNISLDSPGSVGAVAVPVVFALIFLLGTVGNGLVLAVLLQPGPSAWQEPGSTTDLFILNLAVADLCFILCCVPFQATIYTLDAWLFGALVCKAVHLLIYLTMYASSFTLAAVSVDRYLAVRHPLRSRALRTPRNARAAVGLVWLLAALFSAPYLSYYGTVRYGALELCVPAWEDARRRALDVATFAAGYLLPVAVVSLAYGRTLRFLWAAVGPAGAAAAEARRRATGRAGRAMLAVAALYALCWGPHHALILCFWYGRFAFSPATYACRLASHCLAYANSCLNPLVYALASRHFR
pCIP destab – compounds decreasing mouse p/CIP protein stability; Q05BA5; F442A p/CIP-EGFP cells, EGFP fluorescence, 16 h; decrease of EGFP signal, % at 10 µM; 290,000 compounds, 0.01% hits;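 active means EGFP signal decrease of at least 30% at 10 µM or well 3 SD below plate mean, unless failing retest; inactive means the rest, including hits failing retest or dose response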; further: some compounds called inactive have numbers as strong as hits; many of its hits are not listed in these tables
IMP-1 inhibitor – blocks Pseudomonas aeruginosa IMP-1 metallo-beta-lactamase | purified IMP-1, nitrocefin hydrolysis, epi-absorbance fluorescence | inhibition, % at 5.6 µM | 290,000 compounds, 0.45% hits;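 active means inhibition above the mean plus 3 SD of all compounds in the same screening run, cut at about 4.5% in these data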;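 further: 0% = IMP-1 with DMSO and 100% = DMSO wells lacking enzyme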
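system = purified recombinant IMP-1 beta-lactamase | amount = 0.2 nM IMP-1, as dispensed | medium = HEPES buffer pH 7.1 with ZnSO4 and Brij 35 | times = 25 °C, 15 min preincubation, 25 min reaction | detection = plate fluorescence quenching by hydrolysis product, ex 480/em 530 nm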
The depositor's hits bear a star; . = no result given.

Key to letters: A = IDE cell inh; B = CRFR2-BP antag; C = VIM-2 inhibitor; D = NS3 helicase inh; E = UBC9 SUMO inh; F = IDE cell activ; G = GalR3 antagonist; H = pCIP destab; I = IMP-1 inhibitor
> O=C(Nc1ccccn1)c1ccc(Cl)s1
  A: -3; B: -10; C: -0.9; D: 2; E: 6; F: -12; G: -2; H: 5; I: -0.8
> Cc1ccc(C)c(OCCC(=O)OCC(=O)NNC(=O)c2ccccc2)c1
  A: -2; B: -2; C: .; D: .; E: .; F: 3; G: -7; H: .; I: .
> c1cc(CNC2=NCCCCC2)ccn1
  A: -4; B: 3; C: -1.5; D: 4; E: 14; F: -6; G: -4; H: -11; I: -3.2
> O=C(COC(=O)c1cc(Br)ccc1O)Nc1cccnc1Cl
  A: 3; B: -7; C: .; D: .; E: .; F: 0; G: 0; H: .; I: .
> CC(=O)c1ccc(OC(C)C(=O)Nc2cccc(S(=O)(=O)NCc3ccco3)c2)cc1 (centres undefined)
  A: 9; B: 4; C: .; D: .; E: .; F: 7; G: -1; H: .; I: .
> CN(Cc1cn(C)nc1-c1cccc(Cl)c1)C1CCOCC1
  A: -1; B: 8; C: -4.7; D: 7; E: 0; F: 8; G: -2; H: 5; I: -1.8
> CN1CCN(NC(=O)c2cc(S(=O)(=O)Nc3ccc(Cl)cc3)ccc2Cl)CC1
  A: 2; B: -8; C: -4.4; D: -17; E: 16; F: 13; G: 2; H: -13; I: -3.3
> CCSc1nc2c(sc3ccccc32)c(=O)n1C(C)C
  A: -6; B: -1; C: -1.3; D: -4; E: -2; F: 4; G: -3; H: 0; I: -1.9
> Cc1ccc(C2CC(=O)NC3=C2C(=O)CCC3)cc1Br (centres undefined)
  A: 4; B: -4; C: 0.1; D: -4; E: -20; F: -3; G: -7; H: -17; I: -1.2
> CCn1c(C)nc2cc(C(=O)NN=Cc3ccccc3OC(F)F)ccc21
  A: -5; B: -3; C: .; D: .; E: .; F: -4; G: -5; H: .; I: .
> CCc1nc(SCc2ccc(OC)cc2)n[nH]1
  A: -4; B: 7; C: -0.2; D: 9; E: 10; F: 4; G: -7; H: -27; I: 1.4
> CNC(=O)COC(=O)[C@@H](Nc1ccc(S(=O)(=O)N2CCOCC2)cc1[N+](=O)[O-])C(C)C
  A: -6; B: 7; C: -1.0; D: -1; E: -7; F: 2; G: 3; H: -2; I: -2.3
> CC1(c2nnc(-c3ccc(Cl)cc3)o2)CC(c2ccc(Cl)cc2)=NO1 (centres undefined)
  A: -1; B: -5; C: .; D: .; E: -9; F: 0; G: -2; H: -10; I: .
> CC(=O)c1c(N2CCN(C(=O)c3ccco3)CC2)nc(=S)n(-c2ccccc2)c1C
  A: -1; B: 4; C: 1.2; D: 6; E: -8; F: 3; G: -2; H: 2; I: -1.6
> Cc1ccccc1OCCSc1nc2ncnc(N)c2[nH]1
  A: -1; B: -6; C: -2.1; D: -15; E: 4; F: -6; G: 2; H: -1; I: -2.6
> COC(=O)c1c(NC(=O)C2CC2)sc(C(=O)Nc2ccccc2)c1C
  A: -5; B: -1; C: -1.2; D: -9; E: 9; F: 3; G: -2; H: 3; I: -1.2
> COc1ccc(N2C(=O)CC(N3CCC(O)(c4cccc(C(F)(F)F)c4)CC3)C2=O)cc1 (centres undefined)
  A: -4; B: -3; C: -3.7; D: -6; E: -7; F: 0; G: -5; H: -2; I: -2.6
> CCOc1ccc(/C(O)=C2\C(=O)C(=O)N(c3ccc(OC)cc3)C2c2ccccc2[N+](=O)[O-])cc1 (centres undefined)
  A: 1; B: 8; C: 0.6; D: 23; E: 4; F: .; G: -2; H: -5; I: -1.5
> COc1ccc(CSc2n[nH]c(C)n2)cc1Br
  A: -1; B: -8; C: 0.4; D: -12; E: 0; F: 3; G: -6; H: 5; I: -1.0
> O=C(/C=C/c1ccoc1)c1ccccc1O
  A: 5; B: -6; C: -2.5; D: -2; E: 21; F: -1; G: -1; H: -9; I: -3.0
> Cc1ccc(N2C(=O)N(CC(=O)Nc3c(C)cc(C)cc3Cl)C(=O)C2C)cc1 (centres undefined)
  A: 4; B: 9; C: .; D: .; E: .; F: 3; G: -5; H: .; I: .
> C[C@H]1COC(=O)[C@H](Cc2ccc(F)cc2)C/C=C\C[C@@H](CC(=O)N(CCO)Cc2ccccc2)C(=O)N1
  A: 1; B: 5; C: .; D: .; E: .; F: 3; G: -1; H: .; I: .
> NS(=O)(=O)c1ccc(NC(=O)CSc2ncn[nH]2)cc1
  A: 5; B: 1; C: -2.6; D: 6; E: -1; F: 6; G: -3; H: 2; I: -2.8
> COc1ccc(CNc2nc(-c3ccccc3)nn2C(=O)c2cccs2)cc1
  A: 0; B: -43; C: -4.8; D: -1; E: -8; F: 6; G: -5; H: 1; I: -2.2
> Cc1ccccc1OCC(=O)NCc1ccccc1
  A: -3; B: 17; C: -3.9; D: 6; E: 7; F: 0; G: -6; H: -1; I: -3.7
> CCn1c(-c2cc3c(C(F)(F)F)nn(C)c3s2)n[nH]c1=S
  A: 5; B: -3; C: -6.5; D: 3; E: 3; F: -1; G: -3; H: 0; I: -2.0
> CCOc1ccc(S(=O)(=O)N2CCN(Cc3ccco3)CC2)cc1
  A: 3; B: -7; C: -1.3; D: 5; E: 4; F: 1; G: 3; H: 15; I: -2.4
> CC(C)N(C)C(=O)c1ccc(OC2CCN(CCc3ccccc3)CC2)cc1
  A: 6; B: -4; C: -1.8; D: 11; E: 4; F: 5; G: -11; H: -11; I: -3.2
> Cc1ccccc1Cn1cc(S(=O)(=O)c2ccc(C(C)C)cc2)c(=O)c2cc3c(cc21)OCO3
  A: -4; B: 4; C: .; D: .; E: .; F: -1; G: -4; H: .; I: .
> Cc1nn(-c2ccccc2)c(Cl)c1/C=N/NC(=O)CNC(=O)c1ccccc1Cl
  A: -5; B: -7; C: -1.8; D: -11; E: -16; F: 2; G: -2; H: 10; I: -2.9
> CN=C(Cc1ccccc1)C1=C(O)CC(C)(C)CC1=O
  A: 1; B: 0; C: -2.8; D: -12; E: -2; F: 2; G: -5; H: 9; I: -2.7
> O=C(COc1ccc(Br)cc1)N1CCN(c2ccccc2)CC1
  A: -4; B: 16; C: -2.1; D: 4; E: -4; F: 1; G: -5; H: -14; I: -2.3
> COc1ccc([N+](=O)[O-])cc1NC(=O)CSc1nc(C)c(C)c(C)n1
  A: 3; B: -1; C: -3.4; D: -2; E: 3; F: -2; G: -1; H: -6; I: -3.8
> Cc1ccc(N2CCN(C3=NC(=O)C(Cc4ccccc4)S3)CC2)cc1 (centres undefined)
  A: 11; B: 5; C: -2.4; D: -2; E: 2; F: -7; G: -6; H: -6; I: -4.1
> COc1ccc(C(=O)O)cc1S(=O)(=O)N(C)CCc1cccnc1
  A: -2; B: -3; C: -1.5; D: -2; E: 0; F: -3; G: 2; H: 5; I: -3.1
> Cc1cc(F)ccc1S(=O)(=O)Nc1ccc(C(=O)N2CCCCC2)cc1
  A: -2; B: 5; C: .; D: .; E: .; F: 0; G: -1; H: .; I: .
> CC(=O)c1ccc(S(=O)(=O)N2CCN(C(=O)CN3C(=O)NC4(CCCC4)C3=O)CC2)cc1
  A: 1; B: -2; C: .; D: .; E: .; F: 1; G: -5; H: .; I: .
> CCCCn1c(SCC(=O)Nc2oc(C)c3c(C)n[nH]c(=O)c23)nc2cc(S(N)(=O)=O)ccc21
  A: 1; B: -5; C: .; D: .; E: .; F: -2; G: -2; H: .; I: .
> O=C(NNC(=O)c1cccc2ccccc12)c1ccccc1O
  A: -6; B: 2; C: -3.7; D: 3; E: 4; F: 4; G: -4; H: -30; I: -0.8
> CCN(CC(=O)NCc1cccs1)C(=O)c1ccc(S(=O)(=O)Nc2ccccc2Cl)cc1
  A: -4; B: -1; C: .; D: .; E: .; F: 3; G: -2; H: .; I: .
> CC1=CN2C(=N)/C(=C/c3ccc(Sc4ccc(Cl)cc4)o3)C(=O)N=C2S1
  A: 0; B: -48; C: -2.0; D: 24; E: 27; F: 7; G: -4; H: -11; I: -2.5
> Cc1ccnc(NC(=O)CCC(=O)N(CC(=O)NC2CCCCC2)c2ccc3c(c2)OCO3)c1
  A: 0; B: -7; C: .; D: .; E: 4; F: 7; G: 1; H: -40; I: .
> CC(C)c1ccc(NC2CCCN(C(=O)c3ccnc(Cl)c3)C2)cc1 (centres undefined)
  A: 5; B: -9; C: -1.8; D: -4; E: 3; F: 5; G: -3; H: 3; I: -3.8
> COc1cc(C(=O)Nc2ccc3c(c2)ncn3C)cc(OC)c1OC
  A: -1; B: 7; C: -0.6; D: 0; E: 1; F: 0; G: -4; H: 12; I: -0.9

Profiles from above. Values in the order: IDE cell inh, CRFR2-BP antag, VIM-2 inhibitor, NS3 helicase inh, UBC9 SUMO inh, IDE cell activ, GalR3 antagonist, pCIP destab, IMP-1 inhibitor
CN=C(Cc1ccccc1)C1=C(O)CC(C)(C)CC1=O is listed as 1, 0, -2.8, -12, -2, 2, -5, 9, -2.7
CC1=CN2C(=N)/C(=C/c3ccc(Sc4ccc(Cl)cc4)o3)C(=O)N=C2S1 is listed as 0, -48, -2.0, 24, 27, 7, -4, -11, -2.5

Arranged by value in CRFR2-BP antag (descending): 7 from the list above.
Key to letters: A = IDE cell inh; B = CRFR2-BP antag; C = VIM-2 inhibitor; D = NS3 helicase inh; E = UBC9 SUMO inh; F = IDE cell activ; G = GalR3 antagonist; H = pCIP destab; I = IMP-1 inhibitor
> COc1cc(C(=O)Nc2ccc3c(c2)ncn3C)cc(OC)c1OC
  A: -1; B: 7; C: -0.6; D: 0; E: 1; F: 0; G: -4; H: 12; I: -0.9
> O=C(NNC(=O)c1cccc2ccccc12)c1ccccc1O
  A: -6; B: 2; C: -3.7; D: 3; E: 4; F: 4; G: -4; H: -30; I: -0.8
> CN=C(Cc1ccccc1)C1=C(O)CC(C)(C)CC1=O
  A: 1; B: 0; C: -2.8; D: -12; E: -2; F: 2; G: -5; H: 9; I: -2.7
> CCN(CC(=O)NCc1cccs1)C(=O)c1ccc(S(=O)(=O)Nc2ccccc2Cl)cc1
  A: -4; B: -1; C: .; D: .; E: .; F: 3; G: -2; H: .; I: .
> CCn1c(-c2cc3c(C(F)(F)F)nn(C)c3s2)n[nH]c1=S
  A: 5; B: -3; C: -6.5; D: 3; E: 3; F: -1; G: -3; H: 0; I: -2.0
> Cc1nn(-c2ccccc2)c(Cl)c1/C=N/NC(=O)CNC(=O)c1ccccc1Cl
  A: -5; B: -7; C: -1.8; D: -11; E: -16; F: 2; G: -2; H: 10; I: -2.9
> CC1=CN2C(=N)/C(=C/c3ccc(Sc4ccc(Cl)cc4)o3)C(=O)N=C2S1
  A: 0; B: -48; C: -2.0; D: 24; E: 27; F: 7; G: -4; H: -11; I: -2.5
